TRb-SRC2 inh: qHTS for Inhibitors of the Interaction of Thyroid Hormone Receptor and Steroid Receptor Coregulator 2 | AID 1469, 2008 | 280,000 tested, 0.065% active | TRbeta-SRC2 peptide binding, fluorescence polarization; receptor liganded with 1 µM T3 | Potency, µM (top dose mostly 106 µM), inactives show at the top dose activity change, negative = inhibition, hits mostly inhibitors | Thyroid hormone receptor beta (Homo sapiens), P10828;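 note: plate controls were bound peptide for no effect and peptide without receptor for full effect; nearly all actives have a fitted effect of over 50% in size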
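Read-out is fluorescence polarization (555 nm excitation, 632 nm emission) of a Texas Red SRC2 coactivator peptide; loss of signal reflects blocked binding to human TRb ligand-binding domain in the presence of 1 uM T3.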
JMJD2E inh: qHTS Assay for Inhibitors of Human Jumonji Domain Containing 2E (JMJD2E); Lysine-specific demethylase 4E (Homo sapiens), B2RXH2; JMJD2E catalytic domain, FDH-coupled NADH fluorescence (FDH is formaldehyde dehydrogenase); Potency, µM (series often up to 57.1 µM), inactives show at the top dose activity change, negative = inhibition, usual class: inhibitors; 230,000 tested, 1.6% active; AID 2147, 2009; active = well fitted inhibition curve with a large enough effect, not every such curve was filed as active; inconclusive = small, poorly fitted or top-dose-only effect, or another doubt; inactive = no such curve, though single readings can be large or run the other way;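 note: 0% = wells with enzyme and -100% = buffer wells without enzyme; nearly all actives have a fitted effect of over 50% in size; many of its hits are not listed in these tables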
Target sequence (B2RXH2 1-337 limits assumed): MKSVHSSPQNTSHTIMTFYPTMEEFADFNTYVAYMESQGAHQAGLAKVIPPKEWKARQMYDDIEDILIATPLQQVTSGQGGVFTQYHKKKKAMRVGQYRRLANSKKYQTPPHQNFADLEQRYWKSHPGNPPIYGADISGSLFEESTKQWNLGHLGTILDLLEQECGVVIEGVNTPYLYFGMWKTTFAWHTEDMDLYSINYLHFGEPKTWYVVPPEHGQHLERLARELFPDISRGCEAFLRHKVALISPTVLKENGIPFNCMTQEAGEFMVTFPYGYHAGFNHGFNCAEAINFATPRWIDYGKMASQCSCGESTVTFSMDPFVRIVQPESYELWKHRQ
SMN2 splice enh: qHTS Assay for Enhancers of SMN2 Splice Variant Expression. Potency, µM (titrated, usually from 46.1 µM), for the others: at the top dose activity change, positive = activation, most hits filed as activators. HEK293 SMN2-luciferase splicing reporter, luminescence, 30-36 h. 210,000 tested, 2.8% active. AID 1458, 2008; note: % of control where 0% means no effect; nearly all actives have a fitted effect of over 55% in size
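HEK293 cells carry an SMN2 […]–luciferase reporter in which exon 7 inclusion puts luciferase in frame. Cells were plated 10-12 h before compound addition, then incubated 30-36 h at 37C. ONE-Glo luminescence was read; sodium butyrate at 4.5 mM final served as control.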
RECQ1 helicase: qHTS Assay for Inhibitors of RecQ-Like Dna Helicase 1 (RECQ1) | ATP-dependent DNA helicase Q1 (Homo sapiens), P46063 | RECQ1 DNA unwinding, red fluorescence kinetic read | Potency, µM (titrated, usually from 57.3 µM), for the others: at the top dose activity, negative = inhibition, usual class: inhibitors | 240,000 tested, 0.54% active;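 note: plate controls were vehicle for no effect and no enzyme for full effect; nearly all actives have a fitted effect of over 30% in size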
Target sequence (P46063 whole entry, looked up): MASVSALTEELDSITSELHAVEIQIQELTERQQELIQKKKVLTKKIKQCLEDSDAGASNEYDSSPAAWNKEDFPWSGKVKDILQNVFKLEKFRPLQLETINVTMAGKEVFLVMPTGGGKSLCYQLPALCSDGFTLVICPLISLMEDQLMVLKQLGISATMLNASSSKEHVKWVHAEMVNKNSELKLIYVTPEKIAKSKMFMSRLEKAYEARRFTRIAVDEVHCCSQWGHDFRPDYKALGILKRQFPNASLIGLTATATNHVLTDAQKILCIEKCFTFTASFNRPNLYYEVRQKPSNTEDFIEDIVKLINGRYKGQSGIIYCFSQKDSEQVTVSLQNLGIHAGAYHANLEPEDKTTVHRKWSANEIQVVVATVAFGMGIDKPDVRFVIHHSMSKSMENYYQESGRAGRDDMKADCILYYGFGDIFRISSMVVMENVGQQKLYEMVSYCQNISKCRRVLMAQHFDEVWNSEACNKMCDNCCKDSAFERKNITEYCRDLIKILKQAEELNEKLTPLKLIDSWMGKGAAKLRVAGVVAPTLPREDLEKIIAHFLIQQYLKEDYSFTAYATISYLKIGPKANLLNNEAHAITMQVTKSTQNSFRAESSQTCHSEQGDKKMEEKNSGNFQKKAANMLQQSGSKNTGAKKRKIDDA
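50 nM RECQ1T1 preincubated 15 min with compound in Tris pH 8.0 buffer with MgCl2, DTT, Tween-20 and 2.5 ug/ml poly(dI-dC); started with 200 nM TAMRA/BHQ-2 forked duplex and 2 mM ATP. Unwinding read as fluorescence (525/598 nm), two reads 2 h apart.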
GoLoco inh red: qHTS Assay for Inhibitors of RGS12 GoLoco Motif Activity (Red Fluorophore). Guanine nucleotide-binding protein G(i) subunit alpha-1 (Homo sapiens), P63096. Gai1:RGS12 GoLoco peptide FP, rhodamine, 10 min. Potency, µM (highest dose often 61.6 µM), for inactives: at the highest dose activity, negative = inhibition, most hits filed as inhibitors. 230,000 tested, 0.44% active. AID 880, 2007; active = well fitted inhibition curve with a large enough effect, not every such curve was filed as active; inactive = no such curve, though single readings can be large or run the other way; note: % is set by controls: 0 for no effect and ±100 for the full control effect; nearly all actives have a fitted effect of over 30% in size; many of its hits are not listed in these tables
TexasRed fluor: Total Fluorescence Counterscreen for Inhibitors of the Interaction of Thyroid Hormone Receptor and Steroid Receptor Coregulator 2; Potency, µM (highest dose often 106 µM), for the others: at the top dose fluorescence change, negative = quenching; AID 1479, 2009; 280,000 tested, 0.29% active; TRb/SRC2 Texas Red total fluorescence interference; active = well fitted curve in either direction with a large enough effect; inconclusive = small, poorly fitted or top-dose-only effect; note: % is set by controls: 0 for no effect and ±100 for the full control effect
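Human TRβ ligand-binding domain (0.6 uM) and Texas Red SRC2 peptide (20 nM) in Tris buffer with 1 uM T3 and 5% DMSO were incubated with pinned compound for 5 hr at ambient temperature. Total fluorescence was computed as S + 2P (555/632 nm).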
ALDH1A1 inh: qHTS Assay for Inhibitors of Aldehyde Dehydrogenase 1 (ALDH1A1) | Aldehyde dehydrogenase 1A1 (Homo sapiens), P00352 | Purified ALDH1A1, NADH fluorescence, propionaldehyde substrate | Potency, µM (titrated, usually from 75.3 µM), inactives show at the highest dose activity, negative = inhibition, most hits filed as inhibitors | 220,000 tested, 7.3% active | AID 1030, 2008; active = well fitted inhibition curve with a large enough effect, not every such curve was filed as active; inconclusive = small, poorly fitted or top-dose-only effect, or another doubt; inactive = no such curve, though single readings can be large or run the other way;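 note: plate controls were no enzyme wells and a reference inhibitor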
Lamin A splicing: qHTS Assay for Modulators of Lamin A Splicing. HeLa LMNA splicing GFP/RFP minigene ratio, 48 h. Potency, µM (top dose mostly 46.1 µM), inactives show at the highest dose ratio change, negative = inhibition, most hits filed as inhibitors. 200,000 tested, 0.01% active. AID 1487, 2009; active = well fitted inhibition curve with a large enough effect in the signal ratio, with a control signal flat, not every such curve was filed as active; inconclusive = small, poorly fitted or top-dose-only effect, or effect the other way, or a change in a side signal; the % refers to the signal ratio; note: % is set by controls: 0 for no effect and ±100 for the full control effect
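S3 HeLa cells stably expressing lamin A-EGFP splicing minigene plus DsRed2, 600 cells/well, 48 h compound exposure at 37C. Laser-scanning cytometry; analysed as GFP (500-530 nm)/RFP (575-640 nm) total intensity ratio; 0.5% DMSO vehicle.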
* marks the source's active call; other numbers are inactive results; i = inactive; ? = inconclusive; · = no result given; & = joins results of further samples; [ ] = another dose, or the depositor's remark. Unless noted, calls come from the whole dose curve; as a rule, active = well fitted curve in the direction sought with a large enough effect; inconclusive = small, poorly fitted or top-dose-only effect, or another doubt; inactive = no such curve, though single readings can be large; an effect the other way counts as inactive or inconclusive. Potency is the fitted concentration of half-maximal effect. These rows are one share of the data (hit frequency here may not be typical).

SMILES	TRb-SRC2 inh	JMJD2E inh	SMN2 splice enh	RECQ1 helicase	GoLoco inh red	TexasRed fluor	ALDH1A1 inh	Lamin A splicing
Cc1ccc(-c2nn(CCC(=O)O)cc2CCC(=O)O)cc1	-8%	0%	-20%	i	9%	-7%	17%	10%
COc1ccc2nc3sc(C(=O)NCCN4CCc5ccccc5C4)cc3cc2c1	9%	?	4%	-6%	19%	-1%	?	?
NCC(=O)Nc1ccc(Cl)cc1C(=O)c1ccc[nH]1	2%	?	-37%[inhibitor][9.22 µM]	210%[activator]	6%[14.2 µM]	4%	7%[13.5 µM]	·
CN(C)C(=O)CN1C(=O)C2CC=C(Cl)CC2C1=O (configuration not stated)	-4%	3%	0%	i	-5%	0%	2%	5%
CSc1cccc(NC(=O)N2CCCC(CNS(=O)(=O)Cc3ccccc3)C2)c1 (configuration not stated)	-14%	3%	·	-8%	10%	1%	1%	·
COc1cccc(NC2=C(C#N)C(=O)NC(c3cccc(OC)c3O)S2)c1 (configuration not stated)	-1%	-9%	·	-5%	27%	-3%	?	15%[46 µM]
C=Cn1c(C(=O)O)ccc1-c1ccc(OC)cc1	-2%	7%	·	-2%	8%	-3%	-1%	?
CN1C(=S)SC(N(O)C(=O)Nc2ccc(Cl)c(Cl)c2)C1(C)C (configuration not stated)	-3%	3%	-23%	-19%	-10%	-4%	14%	?
C=CCNc1nc(SC)nc2ccsc12	4%	1%	-13%	-26%	7%	-1%	12%	-8%
COC(=O)CN(C#N)c1nc(SC)nc(N(C)C)n1	-18%	-3%	15%	-4%	-3%	4%	?	2%
C=CCN1C(=O)/C(=C2/Sc3ccccc3N2C)SC1=Nc1ccccc1C	-1%	-4%	14%	-6%	4%	-4%	-3%	-2%
Cc1nn(Cc2ccccc2)c2sc(C(=O)N3CCN(Cc4ccc5c(c4)OCO5)CC3)cc12	5%	3%	-10%	-16%	12%	0%	-5%	?
CC(C)COc1ccc(C(=O)NC(Cc2c[nH]c3ccccc23)C(=O)NN)cc1 (configuration not stated)	-5%	-14%	·	-1%	4%	-2%	·	·
CN(Cc1cn[nH]c1-c1cc2ccccc2o1)CC1CCOCC1	-4%	9%	·	-5%	-5%	-1%	8%	·
COc1ccc(C(=O)N2CCOC23CCN(c2ncccn2)CC3)cc1	8%	?	-1%	i	2%	-3%	7%	16%[46 µM]
Cn1ccsc1=NC(=O)c1ccccc1F	1%	0%	3%	i	-12%	0%	15%	21%[9.22 µM]
CCCSc1cc(=O)n(-c2ccccc2)nc1C(=O)OCC	-20%	6%	-7%	-6%	-2%	0%	?	10%
C=CCNC(=O)c1ccc(-c2nc(-c3ccc(Cl)c(Cl)c3)cs2)cc1	-2%	-2%	-7%	-16%	3%	-6%	0%	?
O=C(COC(=O)CCc1nc2ccccc2s1)Nc1cccc(S(=O)(=O)N2CCOCC2)c1	-2%	3%	11%	-11%	9%	-3%	4%	11%
CC(C)c1ccc(N=c2c([N+](=O)[O-])nn(-c3ccc4c(c3)OCCO4)n2O)cc1	-6%	3%	-42%[inhibitor]	-7%	8%	1%	0%	11%
CCN(CC)S(=O)(=O)c1cc(NC(=O)c2cc(-c3ccccn3)nc3ccccc23)ccc1C	3%	?	-15%	-25%	-1%	-4%	-13%	?
NCCCNCCSP(=O)(O)O	-7%	6%	-15%	-1%	10%	0%	3%	-10%
COc1ccc(NC(=O)c2ccccc2)c([N+](=O)[O-])c1	-4%	2%	?	i	5%	0%	2%	-14%[46 µM]
COC(=O)c1sccc1NC(=O)c1sccc1C	3%	-4%	-49%[inhibitor]	-5%	6%	-5%	-4%	-15%
O=C(CN1CCN(C2CCCCC2)CC1)NCCC1=CCCCC1	-4%	?	-18%	8%	-15%	2%	-11%	-8%
Cc1ccnc(NC(=O)C23CC4CC(CC(C4)C2)C3)c1	3%	4%	-8%	-8%	-2%	-3%	?	?
OCCN(Cc1ccccc1)Cc1ccc(C(F)(F)F)cc1	2%	-22%	-8%	i	2%	1%	-10%	1%
Cn1c(=O)c2c(nc(SCCCC#N)n2Cc2c(F)cccc2Cl)n(C)c1=O	-9%	9%	-5%	-3%	-12%	0%	?	6%
CSc1ccccc1NC(=O)CN1CCN(Cc2ccccc2)CC1	-2%	-3%	-18%	-8%	3%	0%	-6%	-10%[46 µM]
Cc1ccc(C(=O)CN2/C(=C(\O)c3ccccc3)C(=O)c3ccccc3S2(=O)=O)c(C)c1	6%	2%	-69%[inhibitor]	2%	2%	1%	2.8µM*	?
CCOC(=O)c1cnc2ccccc2c1Nc1ccc2c(c1)OCCO2	14%	-5%	-64%[inhibitor]	0%	-7%	1%	?	?
O=[N+]([O-])c1ccccc1N/N=C1\CC2CC=CC12 (configuration not stated)	-7%	-3%	11%	-13%	0%	-1%	-12%	7%[46 µM]
COc1ccc(C(=O)Nc2cc(OC)ccc2OC)cc1	2%	-3%	-2%	-1%	-2%	-1%	1%	4%
COc1ccc(N2C(=O)NC(NC(=O)c3ccncc3)(C(F)(F)F)C2=O)cc1 (configuration not stated)	-9%	2%	7%	-11%	5%	-2%	8%	2%
COc1cccc(C(c2nnnn2CC2CCCO2)N2CCN(C(=O)c3ccco3)CC2)c1OC (configuration not stated)	10%	-4%	5%	-11%	-10%	2%	-9%	·
Cn1nnnc1SCC(=O)Nc1ccc(Oc2ccc(Cl)cc2)cc1	-4%	6%	-18%	-2%	1%	-7%	0%	2%
CCOC(=O)c1ccccc1NC(=O)CSc1nc2c(c(=O)n(C)c(=O)n2C)n1C	-13%	-4%	-2%	-6%	7%	-1%	18%	-7%
COc1ccc(S(=O)(=O)CCC(=O)N2CCN(c3ccc(F)cc3)CC2)cc1	-2%	3%	·	-3%	3%	0%	-1%	12%[46 µM]
O=C(CN1C(=O)c2ccc([N+](=O)[O-])cc2C1=O)Nc1nccs1	-3%	-20%	-2%	i	-1%	-2%	-1%	1%[46 µM]
COC(=O)c1cccc(NC(N)=S)c1	-3%	-2%	-4%	i	8%	0%	18%	-3%[46 µM]
NNC(=S)NCc1ccccc1	-5%	-16%	·	-10%	-3%	-1%	7%	·
CC1(C)CN(c2ccccc2)N(C(=O)c2ccc(F)cc2)C1=O	6%	-3%	-34%[inhibitor]	-2%	-7%	-4%	11%	6%
CCc1ccc(C2NC(=S)NC3=C2C(=O)N(c2ccccc2OC)C(c2ccc(CC)cc2)N3)cc1 (configuration not stated)	-3%	-4%	0%	1%	2%	1%	?	7%
CCn1c(SCC(=O)NCc2ccccc2)nnc1-c1c[nH]c2ccccc12	-7%	6%	4%	i	4%	0%	4%	-10%
CCN(CC)S(=O)(=O)c1cc(-c2nnc(-c3ccc(Br)cc3)o2)ccc1Cl	6%	?	-46%[inhibitor]	-8%	-6%	0%	-14%	?
COc1ccc(OCCCC(=O)Nc2ncn[nH]2)cc1	2%	-3%	-4%	2%	-2%	-3%	-2%	10%[46 µM]
COC/C=C/C1=CC2=CC(=O)C(C)(OC(=O)C3CCCC3)C(=O)C2=CO1 (configuration not stated)	5%&-6%	2%&-20%	7%	?	16%&66%	-2%&20%	-5%	·
Cc1ccc(-c2nc3ccccn3c2Nc2ccccc2)o1	12%	?	-24%	-1%	-3%	11%	?	-17%
O=C(NCCN1CCOCC1)c1ccc2c(c1)N(Cc1ccccc1)C(=O)CS2	-13%	-2%	-2%	-11%	3%	0%	-2%	10%
Cc1ccc(N(Cc2cc3ccccc3[nH]c2=O)C(=O)c2cccs2)cc1C	0%	-11%	·	i	10%	-1%	·	·
CCSc1oc(-c2cccs2)nc1S(=O)(=O)c1ccccc1	0%	-2%	-7%	i	50%[activator]	-4%	?	-13%
CCOC(=O)c1cccc(P(=O)(C(C)(C)C)C(C)(C)C)c1	0%	6%	·	1%	·	2%	11%	-12%
O=c1c2ccccc2nc(SCc2nnc(-c3ccccc3Br)o2)n1Cc1ccco1	5%	-1%	-8%	-13%	5%	-2%	-8%	?
CCN=c1scc(-c2ccco2)n1/N=C/c1ccc(OC)c(O)c1	7%	0%	?	3%	5%	-3%	?	?
CCc1ccc(Nc2nnc(SCC(=O)NC(=O)c3cccn3C)s2)cc1	1%	-10%	11%	i	21%	2%	?	18%[9.22 µM]
CCOC(=O)c1cnc2ccc(Br)cc2c1NCC(C)O (configuration not stated)	-3%	-2%	18%	-2%	-1%	0%	1%	1%
CC1CCCN1CC#CC(O)(c1ccccc1)c1ccccc1 (configuration not stated)	-3%	2%	·	-5%	3%	-4%	·	·
CCCN1C2=NCCN2c2ccccc21	-9%	-2%	-2%	i	1%	-1%	13%	?
CCCn1c(-c2ccc(OC)cc2)nc2ccccc21	-2%	?	-6%	-3%	9%	-5%	?	?
CCOC(=O)CSc1nnc(-c2ccccc2)c(=O)[nH]1	-4%	-3%	3%	8%	-17%	-3%	-20%	19%
CCOC(=O)c1cnc2c(-c3ccccc3)cnn2c1N	-4%	?	10µM*	-12%	5%	1%	?	10%
